Gli-Sufu antag = Gli-Sufu pathway antagonism. Sufu-KO-LIGHT fibroblasts, Gli luciferase reporter luminescence. inhibition, % at 5 µM. actives 0.74% (n = 340,000);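 active = inhibition above about 55%, limit read from the data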;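 note: 0% = DMSO-treated cells and 100% = wells with medium but no cells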
CXCR6 block = CXCR6 (human) receptor inhibition; O00574; CHO-K1 PathHunter CXCR6 beta-arrestin, luminescence; inhibition, % at 20 µM; actives 0.36% (n = 360,000); AID 602244; in the data active = inhibition above about 34%, passing the limit was not always enough;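 note: antagonist mode with CXCL16 agonist at 10 nM final; 0% = 10 nM CXCL16 with DMSO and 100% = unstimulated wells without agonist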
Target sequence (O00574 whole entry, looked up): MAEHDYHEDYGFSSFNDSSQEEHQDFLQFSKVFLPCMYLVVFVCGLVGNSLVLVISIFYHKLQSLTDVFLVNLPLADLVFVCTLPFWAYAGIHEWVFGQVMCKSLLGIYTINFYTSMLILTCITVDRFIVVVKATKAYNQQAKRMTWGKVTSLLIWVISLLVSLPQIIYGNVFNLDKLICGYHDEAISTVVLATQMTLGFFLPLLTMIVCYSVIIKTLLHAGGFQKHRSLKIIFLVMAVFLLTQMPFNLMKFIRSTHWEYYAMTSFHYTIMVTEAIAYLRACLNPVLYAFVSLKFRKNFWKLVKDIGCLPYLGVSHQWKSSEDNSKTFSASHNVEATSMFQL
CCR6 antagonist = CCR6 (human) receptor antagonism. actives 0.49% (n = 340,000). CHO-K1 CCR6 PathHunter beta-arrestin, luminescence, CCL20-stimulated. inhibition, % at 20 µM;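 active = compounds whose inhibition of the agonist-driven luminescence signal at 20 µM reaches about 50%, limit read from the data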;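 note: cells stimulated with CCL20 at 14 nM final; plate controls were DMSO with CCL20 for no effect and DMSO without agonist for full effect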
Target sequence (P51684 whole entry, looked up): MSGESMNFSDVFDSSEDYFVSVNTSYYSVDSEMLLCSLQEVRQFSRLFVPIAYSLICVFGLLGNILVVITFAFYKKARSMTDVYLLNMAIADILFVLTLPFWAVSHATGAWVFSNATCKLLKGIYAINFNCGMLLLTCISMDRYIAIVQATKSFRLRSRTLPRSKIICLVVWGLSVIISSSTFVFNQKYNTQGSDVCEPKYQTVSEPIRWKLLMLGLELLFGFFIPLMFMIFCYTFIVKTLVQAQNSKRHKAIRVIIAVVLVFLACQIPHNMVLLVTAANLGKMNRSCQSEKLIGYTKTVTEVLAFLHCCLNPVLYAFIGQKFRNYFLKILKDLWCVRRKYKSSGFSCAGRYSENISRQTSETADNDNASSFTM
Mdm2 MdmX PPI = human Mdm2/MdmX binding inhibition; O15151+Q00987; SaOS-2 split-luciferase Mdm2/MdmX complementation, luminescence; inhibition, % at 8 µM; actives 3% (n = 330,000);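 active = inhibition of at least 50% at 8 µM in the primary screen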
XBP1 UPR activ = activators of adaptive arm of unfolded protein response (XBP1) | CHO-XBP1 luciferase reporter, IRE1-XBP1 UPR activation, luminescence; percent of tunicamycin response, DMSO as zero | activation, % at 20 µM | actives 0.33% (n = 330,000);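 active = versus positive control, 20 µM dose yields 30% or more activation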;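 note: 100% = tunicamycin at 10 µg/mL and 0% = DMSO only wells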
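Test system: CHO-XBP1 luciferase reporter cells | Buffer or medium: Serum-containing F12 medium, 10% FBS | Schedule: 6 h compound exposure at 37 °C, 5% CO2 | Detection: Steady-Glo luciferase glow luminescence, 10 min after reagent addition | Read-out basis: Activation, % of tunicamycin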
CHOP UPR activ = apoptotic UPR (CHOP) activation | CHO-CHOP luciferase reporter, luminescence; percent of tunicamycin response over DMSO baseline | activation, % at 10 µM | actives 0.34% (n = 330,000);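 active = at 10 µM dose, activation of 40% or more, normalized to positive control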;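 note: 100% = tunicamycin at 10 µg/mL and 0% = DMSO alone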
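Dosing – one dose, 10 µM in 0.5% DMSO · System – CHO-CHOP cells, stable luciferase reporter of PERK-eIF2a-CHOP signalling · Input – 500 cells/well · Control set – tunicamycin 10 µg/mL final as positive, DMSO-only wells as negative · Timing – 6 h compound treatment, 37 °C · Measure – % activation vs tunicamycin · Technique – luminescence read with Steady-Glo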
697 NFkB inh = inhibitors of the PMA/ionomycin-induced NF-kB reporter in 697 B cells. AID 435022. 697 B-cell NF-kB luciferase reporter, 16 h. inhibition, % at 4 µM. actives 0.33% (n = 330,000); in the data active = inhibition above about 35%
EBI2 antag = EBI2 (human) antagonism; P32249; EBI2 beta-arrestin recruitment, luminescence, 7a,25-OHC stimulated; inhibition, % at 5 µM; actives 0.81% (n = 360,000); AID 651636; in the data active = inhibition above about 38%;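 note: enzyme fragment complementation signal reports receptor beta-arrestin coupling in cells; 0% = agonist plus DMSO wells and 100% = wells without agonist; some results beyond the cut were filed as inactive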
Target sequence (P32249 whole entry, looked up, the tested form may be a part): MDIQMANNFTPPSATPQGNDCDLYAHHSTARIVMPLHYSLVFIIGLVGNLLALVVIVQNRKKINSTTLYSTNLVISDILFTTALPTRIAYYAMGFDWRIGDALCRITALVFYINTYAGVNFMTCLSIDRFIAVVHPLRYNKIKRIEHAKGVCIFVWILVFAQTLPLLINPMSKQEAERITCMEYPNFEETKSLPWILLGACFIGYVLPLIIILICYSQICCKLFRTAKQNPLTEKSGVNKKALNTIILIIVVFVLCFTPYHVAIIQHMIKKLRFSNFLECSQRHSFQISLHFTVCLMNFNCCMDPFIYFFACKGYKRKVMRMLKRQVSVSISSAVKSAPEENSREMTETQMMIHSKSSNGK
Jurkat NFkB inh = inhibitors of the PMA/ionomycin-induced NF-kB reporter in Jurkat cells; actives 0.53% (n = 330,000); PMA/ionomycin-induced NF-kB luciferase reporter, luminescence; inhibition, % at 4 µM; AID 435003; in the data active = inhibition above about 50%
An asterisk follows results filed as active; . = not tested or not shown. Rows were taken by chance; overall some 5% were active at least once.

SMILES	Gli-Sufu antag	CXCR6 block	CCR6 antagonist	Mdm2 MdmX PPI	XBP1 UPR activ	CHOP UPR activ	697 NFkB inh	EBI2 antag	Jurkat NFkB inh
COc1cccc(CNC(=O)CCS(=O)(=O)c2ccccc2Cl)c1	-10	1	-4	-15	-2	0.5	7	1	-2
O=C(CCl)Nc1cn(-c2ccccc2)nc1-c1ccc(F)cc1	6	-8	-2	86*	-5	15	-2	2	-1
Cc1cccc(NC(=O)COc2ccc3oc4c(c3c2)CCCC4)n1	-4	-8	-30	7	0	1.1	16	-3	-6
O=C1NC[C@H](CC2CCCCC2)N(CC2CCCCC2)C1=O	-12	5	5	31	1	0.2	14	-1	4
Cn1ccnc1C(=O)c1cccc(Br)c1	-2	1	13	-6	3	-0.4	14	-7	-5
CCCOC1(NC(=O)c2ccccc2)C(C)=CC(=O)C=C1C	4	13	6	1	1	-1.3	7	2	5
CCN(CC)C(=O)N1CCC(NC(=O)c2ccc(C(C)(C)C)cc2)CC1	5	-10	5	-17	-3	-2.4	2	7	-2
O=C(CN1CCN(S(=O)(=O)c2ccc(Cl)cc2)CC1)Nc1ccc(F)cc1F	-8	6	12	4	-2	1.8	-4	4	-26
O=C(Nc1nc2n(n1)C(c1ccccc1)C=C(c1ccccc1)N2)c1ccco1 (stereo not drawn)	-5	-2	-13	16	4	0.2	24	-7	9
COc1cccc(-c2nn(C)c3sc(C(=O)NCc4ccccn4)cc23)c1	10	8	5	55*	-1	-0.6	28	10	-4
O=C(Nc1ccc(Cl)cc1Cl)c1ccc(-c2ccccc2)cc1	-13	3	-7	-20	2	3.0	-16	-10	-13
CC(=O)N1CCOc2ccc(S(=O)(=O)Nc3ncccc3C)cc21	-9	-6	-4	18	-1	0.4	-4	-6	-5
Clc1ccccc1-c1nnn(Cc2ccc(-c3nn[nH]n3)cc2)n1	-5	-1	3	17	-1	-1.4	18	-2	-14
O=C(Cn1cc([N+](=O)[O-])cn1)N1N=C(C(F)F)CC1(O)C(F)F (stereo not drawn)	-2	3	-1	25	0	-3.0	8	-2	-9
CCOCCCNCc1ccc(OCC(=O)N2CCOCC2)c(OC)c1	-4	4	-3	-41	0	0.1	0	-11	9
Cn1c(=O)c(N)c2c3c(c(Br)ccc31)C(=O)c1ccccc1-2	-8	-10	-8	44	-2	-2.1	-2	0	9
COCC(=O)N(C)CC1CCCN(CCc2ccccc2OC)C1 (stereo not drawn)	-7	-4	4	14	-4	0.8	-21	-14	-18
Cn1nnnc1SCC(=O)NC1CCCCC1	6	3	-24	-13	3	1.6	-4	-6	4
COc1ccc(NC(=O)CSCC(=O)Nc2ccc(S(=O)(=O)N3CCCCC3)cc2)cc1	0	-2	9	13	-1	2.2	1	6	12
Cc1cc(=O)c2c(C)nn(-c3ccccc3)c2[nH]1	-1	-4	-21	20	0	1.5	0	-4	9
O=C(NCC1(N2CCCCC2)CCCCC1)c1cccc(NS(=O)(=O)c2ccccc2)c1	31	-2	12	3	2	-0.1	-25	6	-3
CCOc1nc(-c2ccccc2Cl)ccc1C#N	7	6	16	25	0	-2.1	8	2	-4
Cn1c(=O)[nH]c2ncn(C)c2c1=O	-2	-4	-1	13	-5	-1.3	6	-6	-3
COc1ccccc1N1CCN(C(=O)c2cccc(N3C(=O)C4C5C=CC(C5)C4C3=O)c2)CC1 (stereo not drawn)	25	6	7	31	-9	0.2	-1	-6	5
Cc1noc(C)c1C(=O)Nc1sc(C)c(C)c1C#N	11	17	37	-4	0	0.9	-5	5	-24
COc1cc(NC(=O)c2ccc3c(SCC(=O)O)c4c(nc3c2)CCCC4)cc(OC)c1OC	-3	8	15	27	-1	-0.9	4	-7	8
Cc1cc2[nH]c(=S)[nH]c2cc1C	-7	-4	3	.	.	.	.	3	.
COc1ccc(NC(=O)N2CCN(C(=O)C3CCCO3)CC2)cc1 (stereo not drawn)	4	-11	-2	-3	-2	3.8	6	1	14
CCN(C(=O)CN(C)Cc1cccc(Cl)c1Cl)c1c(N)n(Cc2ccccc2)c(=O)[nH]c1=O	-2	3	12	6	0	0.8	24	-1	5
Cc1cc(SCC(=O)N2CCCC2)nc2ccccc12	-3	-3	13	12	-1	-1.0	17	2	-4
CCC(C)Nc1nc(N)c([N+](=O)[O-])c(NCc2ccccc2)n1 (stereo not drawn)	-1	17	17	47	19	0.7	-30	13	6
COc1cc(C)nc(NCc2ccccc2)n1	-5	-4	-4	-8	1	-0.4	0	-5	-7
Cc1ccc2c(c1)nnn2C1CCN(C(=O)NC23CC4CC(CC(C4)C2)C3)CC1	.	.	.	4	0	1.2	-122	.	-88
O=C1c2ccccc2C(=O)N1CCSc1nnc(-c2ccco2)n1Cc1ccccc1	-12	7	-3	20	0	1.6	-15	-12	-5
CCCCN(C(=O)CCC(=O)Nc1cc(C)on1)C(C(=O)NC(C)(C)CC)c1cccc(OC)c1OC (stereo not drawn)	8	0	2	-8	-4	-0.5	16	5	6
Cn1cc(S(=O)(=O)NCc2ccc3c(c2)OCO3)c(C(F)(F)F)n1	1	3	7	8	-5	3.0	14	2	4
CCCCOC(=O)n1c(=O)oc2ccccc21	-4	5	-7	2	3	3.7	-17	-17	-16
CSc1nc2c(c(=O)[nH]1)C(c1ccccc1)C1=C(CC(C)(C)CC1=O)N2 (stereo not drawn)	0	6	10	11	0	3.5	18	-5	28
Cc1ccc2cc(CN(Cc3ccco3)C(=O)NCc3ccccc3)c(=O)[nH]c2c1C	5	4	-3	9	-5	-1.3	-19	0	-5
Cc1ccc(OCC(=O)NNC(=O)CCC(=O)NCc2ccccc2)cc1	-7	1	2	16	1	1.3	22	0	5

Three structures out of the list, ordered by molar mass, smallest number first.
SMILES	Gli-Sufu antag	CXCR6 block	CCR6 antagonist	Mdm2 MdmX PPI	XBP1 UPR activ	CHOP UPR activ	697 NFkB inh	EBI2 antag	Jurkat NFkB inh
CCCCOC(=O)n1c(=O)oc2ccccc21	-4	5	-7	2	3	3.7	-17	-17	-16
CSc1nc2c(c(=O)[nH]1)C(c1ccccc1)C1=C(CC(C)(C)CC1=O)N2 (stereo not drawn)	0	6	10	11	0	3.5	18	-5	28
Cc1ccc(OCC(=O)NNC(=O)CCC(=O)NCc2ccccc2)cc1	-7	1	2	16	1	1.3	22	0	5

Going on with the list.
SMILES	Gli-Sufu antag	CXCR6 block	CCR6 antagonist	Mdm2 MdmX PPI	XBP1 UPR activ	CHOP UPR activ	697 NFkB inh	EBI2 antag	Jurkat NFkB inh
CCOc1ccc(Cl)cc1CNCCCSc1nc(C)cc(C)n1	42	6	0	1	-3	0.1	-30	2	-11
COc1ccccc1C1/C(=C(/O)c2ccc(C)cc2)C(=O)C(=O)N1Cc1ccco1 (stereo not drawn)	-2	-7	22	0	-1	-2.4	-1	0	-15
CCN(CC)CCNc1nc2c(c(=O)n(C)c(=O)n2C)n1C/C=C(/C)Cl	-2	0	-4	-4	-2	-1.3	-22	-5	-15
CN1CCN(/C=N/c2sc3c(c2C#N)CCCCC3)CC1	80*	1	-2	-101	5	5.4	-118	-3	-99
Cc1cc(N2CCCC(C(=O)Nc3ccc4c(c3)CCC4)C2)n2ncnc2n1 (stereo not drawn)	2	-3	4	-2	3	-0.2	-16	-3	17
Cn1c(-c2ccc(Cl)nc2)nc2ccccc21	-5	0	0	-9	8	4.1	1	-7	-11
CC(C)(C)NC(=O)NC(=O)CN1CCN(S(=O)(=O)c2ccccc2)CC1	5	-2	11	19	-3	-0.9	15	-7	-1
C=CCN1CC(c2nc3ccccc3n2Cc2ccccc2)CC1=O (stereo not drawn)	2	2	4	8	2	-1.0	20	-6	2
CC(=O)Nc1ccc(NC(=O)C(=O)c2cn(CC(=O)N3CCCCC3)c3ccccc23)cc1	-1	1	-4	-3	-2	1.1	19	-2	4
N#C/C(=C/c1ccco1)C(N)=S	-2	-2	4	-11	-3	-0.7	2	-8	0

Three entries already listed, arranged by the number in Mdm2 MdmX PPI, descending.
SMILES,Mdm2 MdmX PPI
Cc1cc(N2CCCC(C(=O)Nc3ccc4c(c3)CCC4)C2)n2ncnc2n1 (stereo not drawn),-2
CCN(CC)CCNc1nc2c(c(=O)n(C)c(=O)n2C)n1C/C=C(/C)Cl,-4
CN1CCN(/C=N/c2sc3c(c2C#N)CCCCC3)CC1,-101

(continued)
SMILES	Gli-Sufu antag	CXCR6 block	CCR6 antagonist	Mdm2 MdmX PPI	XBP1 UPR activ	CHOP UPR activ	697 NFkB inh	EBI2 antag	Jurkat NFkB inh
CCc1sc(C(=O)NCCc2ccc(S(N)(=O)=O)cc2)cc1C	-7	1	9	7	-8	0.5	1	-9	5
CSc1nc(SCC(=O)NC(c2ccccc2)c2ccccc2)c2c3c(sc2n1)CN(C)CC3	11	10	-2	-24	0	3.2	-42	0	-6
COc1ccc(N)cc1-n1cnnn1	-3	-3	0	4	5	5.9	-12	-4	-15
COc1cc2c(cc1OC)C1(CCCCC1)CN(C)C2	-26	-3	4	14	-2	-0.5	8	9	-8
CCOc1ccc(-c2c(C(=O)N/N=C/c3ccc(C)o3)nnn2-c2nonc2N)cc1	-23	4	15	-10	-2	1.9	-2	-5	8
Nc1c(NC(=O)CC[n+]2ccccc2)cccc1[N+](=O)[O-]	4	-2	-3	16	-3	6.3	-14	-6	-4
CCOC(=O)c1c(NC(=O)COc2ccccc2F)sc2c1CC(C)(C)NC2(C)C	21	0	19	84*	12	1.9	-11	-23	-9
COc1ccc(-c2csc(Nc3ccccn3)n2)cc1OC	-105	-2	-6	-179	4	7.3	-265	0	-178
C=CCn1c(N2CCN(c3ccc(OC)cc3)CC2)nc2c1c(=O)[nH]c(=O)n2C	40	8	1	-10	0	1.1	31	1	-9
CCOC(=O)[C@H]1[C@H]2COc3ccc(Cl)cc3[C@@H]2N2C(=O)CN(Cc3ccco3)C(=O)[C@@]12C	-4	3	2	12	1	-0.6	7	3	-10
O=C1CCC(C(=O)N2CCC(CO)CC2)CN1Cc1ccc(Cl)cc1 (stereo not drawn)	-9	2	3	-18	-2	-1.2	2	2	16
COc1ccccc1N(CC(=O)N1CCc2ccccc2C1)S(C)(=O)=O	1	2	5	5	-1	-0.6	19	-3	-4
C=CCOc1ccc(/C=C2/C(=O)ON=C2C)cc1OC	-11	-11	5	14	-3	-1.6	6	-12	-1
CCC(CO)Oc1cc(NCc2cccc(O)c2)c2ncn(C(C)C)c2c1 (stereo not drawn)	-1	-14	2	11	-3	0.2	20	-6	11
CCc1nc(SCC(=O)Nc2ccccc2C(=O)OC)n[nH]1	3	23	-18	5	4	-0.5	10	1	19
Fc1ccccc1NC(=S)N/N=C/c1ccccc1Br	-84	25	19	-87	5	6.2	-80	39	-102
COc1cc(Cl)c(C)cc1NC(=O)COC(=O)/C=C/c1c(C)nn(C2CCS(=O)(=O)C2)c1Cl (stereo not drawn)	-21	-7	2	39	-1	-1.2	0	-2	6
O=C(NN1CC(C(=O)OCc2ccccc2F)CC1=O)c1ccccc1 (stereo not drawn)	-3	-5	-5	-17	-5	1.0	-29	-7	-8
COCc1cc(C)nc(SCc2ccc(F)cc2)c1C#N	16	6	22	3	-3	-0.5	-36	6	-11
CCCc1n[nH]c(=O)[nH]1	-2	0	-12	-11	-5	0.8	4	-3	-7
CCOc1ccc(S(=O)(=O)NC(C)C(=O)NCc2ccc3c(c2)OCO3)cc1 (stereo not drawn)	-4	3	17	5	-1	1.6	-11	-12	-1
Cc1cc(C(=O)COC(=O)CC2Sc3ccccc3NC2=O)c(C)n1-c1ccc2c(c1)OCO2 (stereo not drawn)	1	2	9	21	3	5.2	-6	-7	-5
Cc1ccc(C)c(NS(=O)(=O)c2ccccc2C)c1	2	0	17	7	-4	1.5	21	4	-2

Screening results as filed in PubChem BioAssay.
